High-throughput results deposited in PubChem BioAssay by Sanford-Burnham Center for Chemical Genomics.
697 NFkB inh: lowers PMA/ionomycin-induced NF-kB signal in 697 B cells | 697 B-cell NF-kB luciferase reporter, 16 h | AID 435022 | inhibition, % at 4 µM | 330,000 compounds, 0.33% hits; in the data active means inhibition above about 35%
UPR XBP1 act: activators of adaptive arm of unfolded protein response (XBP1). CHO-XBP1 luciferase reporter, IRE1-XBP1 UPR activation, luminescence; percent of tunicamycin response, DMSO as zero. activation, % at 20 µM. 330,000 compounds, 0.33% hits. AID 463104;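 active means versus positive control, 20 µM dose yields 30% or more activation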;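 further: 100% = tunicamycin at 10 µg/mL and 0% = DMSO only wells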
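Material – CHO cell line with stable XBP1 luciferase reporter · Buffer or medium – F12 plus 10% FBS · Compound – single point, 20 µM final compound, 1% DMSO · Schedule – 16-18 h cell attachment at 37 °C, then 6 h compound exposure · Signal – Steady-Glo luminescence read · Benchmarks – high control tunicamycin 10 µg/mL final, low control DMSO vehicle only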
CXCR6 inh: CXCR6 (human) receptor inhibition | 360,000 compounds, 0.36% hits | O00574 | inhibition, % at 20 µM | CHO-K1 PathHunter CXCR6 beta-arrestin, luminescence; in the data active means inhibition above about 34%, passing the limit was not always enough;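 further: antagonist mode with CXCL16 agonist at 10 nM final; 0% = 10 nM CXCL16 with DMSO and 100% = unstimulated wells without agonist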
UPR CHOP act: apoptotic UPR (CHOP) activation; activation, % at 10 µM; CHO-CHOP luciferase reporter, luminescence; percent of tunicamycin response over DMSO baseline; 330,000 compounds, 0.34% hits;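 active means at 10 µM dose, activation of 40% or more, normalized to positive control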;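 further: 100% = tunicamycin at 10 µg/mL and 0% = DMSO alone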
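Test system: CHO-CHOP cells, stable luciferase reporter of PERK-eIF2a-CHOP signalling | Quantity: 500 CHO-CHOP cells per well | Buffer or medium: F12 plus 10% serum | Compound dosing: 10 µM single point, 0.5% DMSO | Schedule: 6 h compound treatment, 37 °C | Signal: Luciferase luminescence | Control set: Tunicamycin high control, DMSO low control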
CCR6 antag: antagonists of human CCR6 receptor; P51684; inhibition, % at 20 µM; CHO-K1 CCR6 PathHunter beta-arrestin, luminescence, CCL20-stimulated; 340,000 compounds, 0.49% hits;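 active means compounds whose inhibition of the agonist-driven luminescence signal at 20 µM reaches about 50%, limit read from the data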;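 further: cells stimulated with CCL20 at 14 nM final; plate controls were DMSO with CCL20 for no effect and DMSO without agonist for full effect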
EBI2 antag: antagonists of human EBI2 receptor; inhibition, % at 5 µM; AID 651636; EBI2 beta-arrestin recruitment, luminescence, 7a,25-OHC stimulated; P32249; 360,000 compounds, 0.81% hits; in the data active means inhibition above about 38%;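 further: enzyme fragment complementation signal reports receptor beta-arrestin coupling in cells; 0% = agonist plus DMSO wells and 100% = wells without agonist; some results beyond the cut were filed as inactive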
Jurkat NFkB inh: lowers PMA/ionomycin-induced NF-kB signal in Jurkat cells; PMA/ionomycin-induced NF-kB luciferase reporter, luminescence; inhibition, % at 4 µM; 330,000 compounds, 0.53% hits; AID 435003; in the data active means inhibition above about 50%
Gli-Sufu block: antagonists of Gli-Sufu signaling. inhibition, % at 5 µM. Sufu-KO-LIGHT fibroblasts, Gli luciferase reporter luminescence. 340,000 compounds, 0.74% hits;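 active means inhibition above about 55%, limit read from the data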;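 further: 0% = DMSO-treated cells and 100% = wells with medium but no cells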
Mdm2-MdmX inh: human Mdm2/MdmX binding inhibition | O15151+Q00987 | SaOS-2 split-luciferase Mdm2/MdmX complementation, luminescence | inhibition, % at 8 µM | 330,000 compounds, 3% hits | AID 485346;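 active means inhibition of at least 50% at 8 µM in the primary screen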
Target sequence (O15151 whole entry, looked up): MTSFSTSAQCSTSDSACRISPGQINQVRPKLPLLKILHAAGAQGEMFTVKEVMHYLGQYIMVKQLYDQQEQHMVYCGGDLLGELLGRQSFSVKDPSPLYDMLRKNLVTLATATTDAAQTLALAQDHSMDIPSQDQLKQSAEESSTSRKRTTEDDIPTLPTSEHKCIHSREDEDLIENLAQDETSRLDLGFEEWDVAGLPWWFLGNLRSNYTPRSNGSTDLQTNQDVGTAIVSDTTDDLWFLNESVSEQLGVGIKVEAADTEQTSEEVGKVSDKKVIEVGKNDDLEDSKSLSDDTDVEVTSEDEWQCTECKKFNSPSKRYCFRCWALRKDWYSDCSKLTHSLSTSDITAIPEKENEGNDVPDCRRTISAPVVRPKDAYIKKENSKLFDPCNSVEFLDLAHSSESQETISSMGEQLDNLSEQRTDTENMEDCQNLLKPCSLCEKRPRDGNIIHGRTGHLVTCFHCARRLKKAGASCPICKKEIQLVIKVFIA
Target sequence (Q00987 whole entry, looked up): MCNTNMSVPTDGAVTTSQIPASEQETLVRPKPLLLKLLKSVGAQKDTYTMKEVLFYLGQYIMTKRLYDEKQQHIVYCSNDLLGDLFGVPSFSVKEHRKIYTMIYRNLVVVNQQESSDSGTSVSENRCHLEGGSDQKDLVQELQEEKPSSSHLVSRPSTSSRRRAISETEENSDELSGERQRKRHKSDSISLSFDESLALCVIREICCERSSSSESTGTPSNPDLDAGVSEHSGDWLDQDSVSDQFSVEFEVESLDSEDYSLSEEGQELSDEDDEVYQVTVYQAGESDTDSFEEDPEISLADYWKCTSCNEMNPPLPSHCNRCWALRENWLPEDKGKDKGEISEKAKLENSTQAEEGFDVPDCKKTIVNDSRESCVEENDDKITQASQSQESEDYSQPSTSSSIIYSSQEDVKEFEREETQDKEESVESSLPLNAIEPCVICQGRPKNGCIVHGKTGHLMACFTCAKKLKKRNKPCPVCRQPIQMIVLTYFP
* hit, by the source's call; · = not tested or not shown.

(1) O=S(=O)(c1ccc(F)c(F)c1)N1CCCc2ccccc21
(2) CCOC(=O)C1CCN(S(=O)(=O)c2ccc3c4c(cccc24)C(=O)N3CC)CC1
(3) CN1CCN(C(=O)c2ccccc2NC(=O)C(C)(C)C)CC1
(4) CSc1ccccc1C(=O)NCc1ccccc1C
(5) Cc1cc(C)c(NS(=O)(=O)c2ccc(NC(=O)c3cccs3)cc2)c(C)c1
(6) Cc1ncccc1C(=O)N1CCCC(CNC(=O)c2ccc(-c3ccccc3)cc2)C1 (configuration not stated)
(7) CC1CCN(S(=O)(=O)c2ccccc2[N+](=O)[O-])CC1
(8) COc1ccc(CNS(=O)(=O)c2cc3c4c(c2)C(C)C(=O)N4CCC3)cc1 (configuration not stated)
Compound,1,2,3,4,5,6,7,8
Mdm2-MdmX inh,-2.2,36.9,-2.6,21.5,21.4,-9.6,-24.2,20.5
CCR6 antag,18.2,6.7,-11.3,5.8,-3.7,-0.5,14.8,-12.7
CXCR6 inh,11.5,-5.9,-1.2,3.1,-18.1,-6.1,1.6,-2.8
697 NFkB inh,-2.0,17.4,10.2,-10.0,1.2,9.1,12.4,-12.3
Jurkat NFkB inh,16.5,-10.2,5.0,-9.5,2.2,8.0,18.3,5.4
EBI2 antag,7.5,5.3,-12.7,-0.8,-6.5,-5.7,1.2,1.5
UPR CHOP act,1.7,-1.3,1.2,-0.8,0.7,1.9,0.7,0.0
Gli-Sufu block,5.7,-17.3,2.8,-9.7,-3.6,0.4,3.1,20.0
UPR XBP1 act,-5.7,-3.6,-0.5,0.3,-1.1,0.2,-0.1,-3.8

(9) CC(C)(C)C(=O)[C@@H]1[C@@H]2C(=O)N(C3CCCCC3)C(=O)[C@@H]2[C@H]2c3ccccc3C=CN12
(10) COc1ccc(NC(=O)CN2C(=O)NC3(CCCCCC3)C2=O)cc1Cl
(11) Cc1ccc(-n2c(C)cc(C(=S)N3CCOCC3)c2C)cc1C
(12) CC(C)C(NC(=O)c1ccc(C(C)(C)C)cc1)C(=O)NCc1ccccn1 (configuration not stated)
(13) N#Cc1cccc(NC(=O)c2ccccc2C(=O)O)c1
(14) CC(=O)N1c2cc3ccccc3cc2N(C(C)=O)c2cc3ccccc3cc21
(15) C#CCNC(=O)C1=C[C@H](c2ccccc2)[C@@H](CCCO)[C@H](OCC)O1
(16) Cc1ccc2c(c1)CCCN2C(=O)c1ccc2c(c1)OCO2
Compound,9,10,11,12,13,14,15,16
Mdm2-MdmX inh,1.2,-13.7,23.2,32.6,11.2,·,1.9,10.7
CCR6 antag,13.4,-0.7,10.0,11.4,3.3,-0.2,0.9,20.2
CXCR6 inh,4.5,4.7,-0.2,4.3,-1.2,-4.8,-0.9,-1.0
697 NFkB inh,-41.1,9.4,-10.5,-14.0,2.7,·,11.2,23.8
Jurkat NFkB inh,-19.4,5.1,6.9,-0.4,-10.5,·,-2.5,0.8
EBI2 antag,3.8,9.6,26.7,6.2,-10.9,-13.4,-11.2,8.6
UPR CHOP act,-0.8,-0.3,1.8,0.3,-0.5,·,1.3,-1.0
Gli-Sufu block,-25.4,-41.8,3.4,3.2,1.8,-2.8,6.7,1.7
UPR XBP1 act,-2.8,-0.5,-1.9,-1.4,0.1,·,0.0,-2.0

Single records, from the list above. Order of values: Mdm2-MdmX inh, CCR6 antag, CXCR6 inh, 697 NFkB inh, Jurkat NFkB inh, EBI2 antag, UPR CHOP act, Gli-Sufu block, UPR XBP1 act
CSc1ccccc1C(=O)NCc1ccccc1C in the list: 21.5, 5.8, 3.1, -10.0, -9.5, -0.8, -0.8, -9.7, 0.3
Cc1cc(C)c(NS(=O)(=O)c2ccc(NC(=O)c3cccs3)cc2)c(C)c1 in the list: 21.4, -3.7, -18.1, 1.2, 2.2, -6.5, 0.7, -3.6, -1.1

Next compounds follow.
(17) CCCN1C(=O)/C(=C/c2nc3ccccc3c(=O)[nH]2)c2ccccc21
(18) Clc1ccc(-n2ncc3c(N4CCCC4)ncnc32)cc1
(19) C[C@H]1NC(=O)[C@]2(C)[C@@H](c3ccccc3)[C@H]3COc4ccccc4[C@H]3N2C1=O
(20) O=C1OCC(O)=C1Cc1ccccc1
(21) CNc1cc(N2CCCC2)ccc1[N+](=O)[O-]
(22) N#Cc1c2n(c3c(-c4ccccc4)ncnc13)CCC2
(23) CCO[C@@H]1OC(C(=O)N2CCOCC2)=C[C@H](c2cn(C(C)=O)c3ccccc23)[C@H]1CCCO
(24) O=C(Nc1ccon1)c1ccc(Br)s1
(25) O=C(CN1CCCCC1)Nc1ccccc1-c1ccccc1
(26) N=c1c(S(=O)(=O)c2ccc(Cl)cc2)cc2c(=O)n3ccccc3nc2n1C1CCCCC1
(27) O=C(Nc1ccc(Br)cc1)C1CCN(C(=O)c2ccc(F)cc2)CC1
Compound,17,18,19,20,21,22,23,24,25,26,27
Mdm2-MdmX inh,18.7,50.9*,·,·,2.5,-9.6,2.2,10.1,-16.8,29.4,0.9
CCR6 antag,12.5,14.1,10.0,-0.3,19.2,6.5,13.3,-2.4,3.5,1.8,-7.0
CXCR6 inh,8.9,3.7,1.1,0.4,5.5,-7.9,-5.5,6.9,-1.2,7.8,0.3
697 NFkB inh,-1.0,-208.0,·,·,-7.0,-10.4,-5.9,-18.6,-55.1,18.8,-12.4
Jurkat NFkB inh,-4.4,-100.8,·,·,7.0,-10.3,-1.3,2.4,-10.4,11.7,-4.3
EBI2 antag,1.9,-8.2,1.2,-4.2,2.1,9.8,4.2,6.3,15.8,13.8,6.0
UPR CHOP act,3.2,-7.8,·,·,5.1,0.5,-1.8,0.2,-1.2,6.0,1.0
Gli-Sufu block,-8.2,17.2,0.0,5.4,-14.6,-5.1,7.2,-23.2,4.9,25.0,3.0
UPR XBP1 act,2.5,-5.0,·,·,3.3,-2.1,-2.3,3.9,-2.5,7.6,-1.8

Looked up by structure from the entries so far, four records:
(26) N=c1c(S(=O)(=O)c2ccc(Cl)cc2)cc2c(=O)n3ccccc3nc2n1C1CCCCC1
(23) CCO[C@@H]1OC(C(=O)N2CCOCC2)=C[C@H](c2cn(C(C)=O)c3ccccc23)[C@H]1CCCO
(21) CNc1cc(N2CCCC2)ccc1[N+](=O)[O-]
(18) Clc1ccc(-n2ncc3c(N4CCCC4)ncnc32)cc1
Compound,26,23,21,18
Mdm2-MdmX inh,29.4,2.2,2.5,50.9*
CCR6 antag,1.8,13.3,19.2,14.1
CXCR6 inh,7.8,-5.5,5.5,3.7
697 NFkB inh,18.8,-5.9,-7.0,-208.0
Jurkat NFkB inh,11.7,-1.3,7.0,-100.8
EBI2 antag,13.8,4.2,2.1,-8.2
UPR CHOP act,6.0,-1.8,5.1,-7.8
Gli-Sufu block,25.0,7.2,-14.6,17.2
UPR XBP1 act,7.6,-2.3,3.3,-5.0
